SMN2 splice enh – SMN2 splice variant enhancement; actives 2.8% (n = 210,000); Potency, µM (top dose mostly 46.1 µM), without a hit: at the top dose activity change, positive = activation, actives largely listed as activators; HEK293 SMN2-luciferase splicing reporter, luminescence, 30-36 h; AID 1458; also: % of control where 0% means no effect; nearly all actives have a fitted effect of over 55% in size
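HEK293 cells carry an SMN2 minigene-luciferase reporter in which exon 7 inclusion puts luciferase in frame. Cells were seeded at 2000 cells/well, attached for 10-12 hours, then exposed to compounds for 30-36 hours at 37C before ONE-Glo luminescence.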
RECQ1 helicase – inhibitors of human RECQ1 DNA helicase; RECQ1 DNA unwinding, red fluorescence kinetic read; actives 0.54% (n = 240,000); P46063; Potency, µM (doses to about 57.3 µM), for the others: at the highest dose activity, negative = inhibition, usual class: inhibitors;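 also: plate controls were vehicle for no effect and no enzyme for full effect; nearly all actives have a fitted effect of over 30% in size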
Target sequence (P46063 whole entry, looked up): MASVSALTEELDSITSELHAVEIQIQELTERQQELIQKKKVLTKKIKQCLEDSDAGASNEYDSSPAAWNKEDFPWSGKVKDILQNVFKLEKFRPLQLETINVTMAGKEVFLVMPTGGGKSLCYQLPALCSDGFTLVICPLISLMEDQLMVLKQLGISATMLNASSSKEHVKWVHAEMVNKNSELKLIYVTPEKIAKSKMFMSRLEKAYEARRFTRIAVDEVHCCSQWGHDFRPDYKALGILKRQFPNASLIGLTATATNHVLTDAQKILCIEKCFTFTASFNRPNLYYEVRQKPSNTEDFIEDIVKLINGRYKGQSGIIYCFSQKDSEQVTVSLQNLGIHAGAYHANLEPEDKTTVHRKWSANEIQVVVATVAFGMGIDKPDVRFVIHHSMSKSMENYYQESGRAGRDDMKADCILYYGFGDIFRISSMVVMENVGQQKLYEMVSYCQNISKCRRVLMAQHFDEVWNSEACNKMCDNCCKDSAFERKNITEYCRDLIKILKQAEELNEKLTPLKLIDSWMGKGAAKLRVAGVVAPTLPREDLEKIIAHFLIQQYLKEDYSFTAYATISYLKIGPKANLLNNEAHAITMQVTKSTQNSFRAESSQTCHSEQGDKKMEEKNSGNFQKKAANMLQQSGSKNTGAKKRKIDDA
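50 nM RECQ1T1 preincubated 15 min with compound in Tris pH 8.0 buffer with MgCl2, DTT, Tween-20 and 2.5 ug/ml poly(dI-dC); started with 200 nM TAMRA/BHQ-2 forked duplex and 2 mM ATP. Unwinding read as fluorescence (525/598 nm), two reads 2 h apart.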
L3MBTL1 inh – blocks human L3MBTL1; Q9Y468; AlphaScreen L3MBTL1–H3K9me1 peptide binding; Potency, µM (doses to about 57.1 µM), inactives show top-dose activity, negative = inhibition, hits mostly inhibitors; actives 0.66% (n = 230,000); AID 485360; also: % is scaled to controls: 0 for no effect and ±100 for the full control effect; nearly all actives have a fitted effect of over 60% in size
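L3MBTL1 50 nM + b-AHA-H3(1-15)K9me1 75 nM, 30 min RT; compound added, 30 min RT; streptavidin donor/Ni-chelate acceptor beads 10 ug/mL each final, 30 min RT dark; AlphaScreen read.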
ALDH1A1 block – blocks purified human ALDH1A1 activity | Purified ALDH1A1, NADH fluorescence, propionaldehyde substrate | AID 1030 | actives 7.3% (n = 220,000) | P00352 | Potency, µM (top dose mostly 75.3 µM), for the others: at the highest dose activity, negative = inhibition, usual class: inhibitors; active = well fitted inhibition curve with a large enough effect, not every such curve was filed as active; inconclusive = small, poorly fitted or top-dose-only effect, or another doubt; inactive = no such curve, though single readings can be large or run the other way;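 also: plate controls were no enzyme wells and a reference inhibitor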
KinaseGlo FLuc – blocks Kinase-Glo luciferase, a counter-screen artifact | Q27757 | Kinase-Glo luciferase, ATP luminescence, 8 min | Potency, µM (series often up to 38.3 µM), without a hit: at the highest dose activity change, negative = inhibition, usual class: inhibitors | actives 0.28% (n = 200,000); also: % is scaled to controls: 0 for no effect and ±100 for the full control effect; nearly all actives have a fitted effect of over 60% in size
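Compounds were added to a substrate mix at pH 7.2 (50 mM imidazole, 10 uM ATP, within the enzyme's linear range), followed by Kinase-Glo detection reagent; luminescence was measured after 8 minutes at ambient temperature.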
Tau ThT inhib – blocks human tau fibril formation measured by thioflavin T | P10636 | recombinant tau K18 P301L (four-repeat tau fragment), heparin-induced fibrillization, ThT fluorescence | actives 2.1% (n = 270,000) | Potency, µM (series often up to 57.4 µM), inactives show at the highest dose activity, negative = inhibition, actives largely listed as inhibitors; also: % is scaled to controls: 0 for no effect and ±100 for the full control effect; nearly all actives have a fitted effect of over 55% in size
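Recombinant human tau K18 fragment […] carrying P301L, 15 uM unlabeled plus 0.24 uM Alexa 594-labeled, was fibrillized with 20 uM heparin in 100 mM sodium acetate pH 7 for 6 hr at 37 C; 30 uM ThT fluorescence read after 1 hr.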
Lamin A splicing – LMNA splicing modulation; HeLa LMNA splicing GFP/RFP minigene ratio, 48 h; Potency, µM (series often up to 46.1 µM), inactives show top-dose ratio change, negative = inhibition, most hits filed as inhibitors; actives 0.01% (n = 200,000); AID 1487; active = well fitted inhibition curve with a large enough effect in the signal ratio, with a control signal flat, not every such curve was filed as active; inconclusive = small, poorly fitted or top-dose-only effect, or effect the other way, or a change in a side signal; the % refers to the signal ratio; also: % is scaled to controls: 0 for no effect and ±100 for the full control effect
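S3 HeLa stable clones carrying a lamin A-EGFP splicing minigene plus DsRed2 were seeded at 600 cells/well in Opti-MEM with 2% FBS, pin-dosed and incubated 48 h at 37°C. Acumen cytometry (488 nm) gave the GFP/RFP total-intensity ratio.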
JMJD2E inh – JMJD2E (human) inhibition; actives 1.6% (n = 230,000); Potency, µM (titrated, usually from 57.1 µM), inactives show top-dose activity change, negative = inhibition, most hits filed as inhibitors; AID 2147; JMJD2E catalytic domain, FDH-coupled NADH fluorescence (FDH is formaldehyde dehydrogenase); active = well fitted inhibition curve with a large enough effect, not every such curve was filed as active; inconclusive = small, poorly fitted or top-dose-only effect, or another doubt; inactive = no such curve, though single readings can be large or run the other way;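 also: 0% = wells with enzyme and -100% = buffer wells without enzyme; nearly all actives have a fitted effect of over 50% in size; many of its hits are not listed in these tables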
Target sequence (B2RXH2 1-337 limits assumed): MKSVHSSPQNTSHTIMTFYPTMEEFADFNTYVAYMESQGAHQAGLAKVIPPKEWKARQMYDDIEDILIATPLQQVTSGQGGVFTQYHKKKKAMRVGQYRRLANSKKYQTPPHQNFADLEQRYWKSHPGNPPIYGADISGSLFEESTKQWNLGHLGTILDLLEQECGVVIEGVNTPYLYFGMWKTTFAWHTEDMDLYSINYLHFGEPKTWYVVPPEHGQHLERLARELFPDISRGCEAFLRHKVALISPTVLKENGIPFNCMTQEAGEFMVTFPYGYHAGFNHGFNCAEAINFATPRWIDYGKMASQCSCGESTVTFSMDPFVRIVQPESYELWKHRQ
An asterisk follows results filed as active; i = inactive; ? = inconclusive; nt = no result given; [ ] = another dose, or the depositor's remark. Unless noted, calls follow the shape of the dose curve; as a rule, active = well fitted curve in the direction sought with a large enough effect; inconclusive = small, poorly fitted or top-dose-only effect, or another doubt; inactive = no such curve, though single readings can be large; an effect the other way counts as inactive or inconclusive. Potency is read from the fitted curve at half-maximal effect.

SMILES,SMN2 splice enh,RECQ1 helicase,L3MBTL1 inh,ALDH1A1 block,KinaseGlo FLuc,Tau ThT inhib,Lamin A splicing,JMJD2E inh
C=C(C)Cn1c(CCn2c3ccccc3c3ccccc32)n[nH]c1=S,-43%[inhibitor],-1%,2%,?,4%,-4%,-8%,-4%
CCN(CC)NC(=O)Nc1ccccc1,nt,-7%,?,-2%,-5%,13%,nt,?
O=C(CSc1nnc(-c2ccccc2)n1-c1ccccc1)N1c2ccccc2Sc2ccccc21,-7%,-12%,-3%,?,1%,-3%,-8%,1%
O=C1CC(c2cccc(Cl)c2)CC(O)=C1C=NCCCO (configuration not stated),8%,-16%,0%,7%,-2%,1%,6%,0%
CCCCSc1ncc(C(=O)OCC)c(N)n1,5µM*,-4%,6%,-13%,-2%,-1%,4%,-2%
COC(=O)Cc1ccc(NC(=S)NC(C)(C)C)cc1,8%,i,6%[11.4 µM],-6%,4%,-6%,-14%[46 µM],5%
Cc1nn(-c2cccc(Cl)c2)c(Cl)c1/C=N/NC(=O)c1cccnc1,8%,12%,3%,-1%,-2%,?,?,-7%
CS(=O)(=O)Nc1ccc(C(=O)NCCSC2CCCCC2)cc1,17%,-10%,nt,?,1%,-7%,-3%,-4%
CC(=C1C(=O)c2ccccc2C1=O)N1CCN(c2ccccn2)CC1,nt,-1%,nt,13µM*,0%,?,-6%,?
CC(NC(=O)C1CCCCC1)c1ccc2c(c1)OCCO2 (configuration not stated),-6%,-12%,20%,7%,0%,1%,-8%,1%
COc1ccc(Cc2noc(CN3CCNC(=O)CC3)n2)cc1OC,nt,-13%,7%,7%,2%,0%,nt,7%
CCn1c(C)c(C)c2cc(C(=O)Nc3cccc(Cl)c3)ccc21,?,7.9µM*,-13%,?,2%,?,7%,?
C(=N\Nc1nc(-c2ccccc2)cs1)/c1cccs1,7.9µM*,-11%,-13%,-17%,-4%,14µM*,?,-30%
COc1ccc(O)c(C2=Nc3ccccc3N=C(c3ccco3)C2)c1,-22%,-4%,-6%,2%,-2%,-7%,2%[0.0737 µM],5%
CC1CN(C(=S)SCCN2Cc3ccccc3C2=O)CC(C)O1 (configuration not stated),-19%,-4%,-15%,-2%,-2%,2%,3%,4%
Cc1ccc(S(=O)(=O)CCC(=O)NCc2ccccc2)cc1,-11%,i,2%,1%,-4%,3%,-5%,10%
CCOc1ccccc1NC(=O)COC(=O)c1cccc(-c2ccc(OC(C)=O)cc2)c1,14%,-7%,8%,-2%,-4%,?,-7%,-30%
O=C(CC1C(=O)NCCN1C(=O)c1ccc(F)cc1)OCc1ccccc1 (configuration not stated),nt,-5%,nt,-15%,-3%,-11%,4%,-3%
CC1=CC(C)(C)N2C(=O)C3(C(C#N)=C(N)Oc4cc(O)ccc43)c3c(C)c(C)cc1c32 (configuration not stated),20%,-18%,nt,6%,-4%,-18%,-1%,3%
c1ccc2sc(NC3=NCN(CCN4CCOCC4)CN3)nc2c1,-5%,i,-2%,2%,-3%,-6%,nt,-11%
Fc1ccc(N/N=C(/c2ccccc2)c2ccccn2)cc1,nt,1%,-20%,4%,4%,14%,-16%,-4%
COc1ccc(C(=O)NC(C)c2nnc(SCC(=O)Nc3nc(C)cs3)n2C)cc1 (configuration not stated),-13%,6%,nt,4%,-4%,-8%,-3%,2%
O=C(N/N=C/c1cccs1)c1ccc2ncccc2c1,15%,i,0%,-6%,-1%,-10%,-1%[46 µM],-9%
COc1ccc(C(=O)c2cc3c(cc2[N+](=O)[O-])OCCO3)cc1,nt,-4%,-22%,?,1%,-10%,nt,2%
CCOc1cc(-c2ccc3c(c2)OCO3)cc(=O)c2c(C)oc(C)c12,-15%,-2%,nt,?,1%,?,8%,-17%
NNc1nc(-c2ccccc2)cc(-c2ccccc2)n1,-25%,17%,-7%,0%,-1%,?,nt,5%
CCOc1ccc(Nc2nnc(Cc3ccc(OC)cc3)c(=O)[nH]2)cc1,3%,-6%,nt,2%,4%,-2%,11%[46 µM],3%
COC(=O)c1c(C#N)c(N)nc2c1CCCC2,-2%,-7%,1%,?,0%,-8%,?,?
CNC(=S)Nc1cc(C(F)(F)F)ccc1Cl,-1%,0%,7%,4%,0%,-4%,12%,12%
Cn1c(=NC(=O)CSCC(=O)N2CCOCC2)sc2ccccc21,-2%,-11%,nt,?,2%,-10%,-4%,-5%
C/C(=N\Nc1ccc(C#N)cc1[N+](=O)[O-])c1ccc(C)o1,nt,-14%,-14%,nt,nt,?,nt,2%
O=c1cc(O)c(-c2cccc(Cl)c2)c(Cl)[nH]1,-2%,-11%,nt,10%,1%,-14%,-3%,-20%
CC(C)CCOCC(=O)Oc1ccccc1C(=O)O,-12%,-11%,3%,?,13%,-6%,2%,?
O=C1NC(=O)[C@@H]2C3c4ccccc4C=CN3[C@H](C(=O)c3cccs3)[C@H]12 (some centres not stated),-9%,14%,-1%,25µM*,13%,28µM*,4%,?
Cn1ccnc1C(O)(c1ccccc1)c1nccn1C,nt,i,-17%,-1%,nt,-4%,nt,-13%
COc1c2c(cc3c1C(NC(N)=O)[N+](C)(C)CC3)OCO2 (configuration not stated),-4%,-11%,nt,-5%,0%,-6%,nt,-3%
CCOc1ccccc1-c1nc(SCC(=O)O)n[nH]1,0%,0%,5%,-1%,-2%,2%,6%,-1%
Cc1c(OCC(=O)N(C)C)ccc2c3c(c(=O)oc12)CCCCC3,1%,i,15%,?,-1%,1%,nt,-9%
CC(C)CCNC(=O)CSc1nc2ccccc2c(=O)[nH]1,-5%,i,nt,11%,18%,5%,12%,-5%
COc1cccc(NC(=O)CC2C(=O)NCCN2C(=S)Nc2ccc(F)cc2)c1 (configuration not stated),-6%,-3%,-2%,5%,0%,-2%,nt,4%
CCC(CC)c1nnc(NC(=O)c2ccc(N3CCCCC3)c([N+](=O)[O-])c2)s1,-13%,4%,-10%,0.79µM*,1%,14%,9%,2%
O=c1c(-c2ccc(Cl)cc2)nc2cnc(N3CCNCC3)nc2n1Cc1ccc(F)cc1,-5%,-15%,nt,?,-1%,nt,nt,nt
O=Cc1sc([O-])nc1-[n+]1ccc2ccccc2c1,nt,12%,6%,nt,nt,-14%,nt,-5%
CC(C)Cn1c(CCCNC(=O)c2ccc(F)cc2)nc2ccccc21,-8%,-5%,0%,-1%,3%,-3%,-12%,2%
CC(=O)c1cccc(NC(=O)C2CC(=O)N(c3cccc(C)c3C)C2)c1 (configuration not stated),-5%,-3%,-4%,5µM*,-2%,-7%,4%,6%
COc1ccccc1NC(=O)c1cnc2c(-c3ccccc3)c(C)nn2c1C,nt,-4%,1%,?,5%,?,?,-13%
O=S1(=O)CCN(Cc2ccc(Cl)c(C(F)(F)F)c2)CC1,-5%,i,1%,-9%,-1%,12%,nt,2%
COc1ccc(/C(N)=N/OC(=O)CSc2ccc(C)cc2)cc1,-18%,-7%,nt,-4%,-1%,-28%,-4%,-1%
CC(CCc1ccccc1)NCC#N (configuration not stated),nt,0%,8%,nt,nt,-3%,nt,8%
Cc1cc2c(c(=O)o1)C(CC(C)C)C(C#N)=C(N)O2 (configuration not stated),2%,-7%,20%,?,1%,-14%,8%,?
Nc1c(N(CCO)C(=O)C2CCCCC2)c(=O)[nH]c(=O)n1Cc1ccccc1,nt,1%,-10%,nt,nt,?,nt,?
Cc1cc(C)cc(-n2c(O)c(C=NC3CCS(=O)(=O)C3)c3ccccc3c2=O)c1 (configuration not stated),-16%,-3%,-13%,-4%,-4%,-7%,-24%,5%
CCOC(=O)C1CCN(c2c(N3CCCC(C(=O)OCC)C3)c(=O)c2=O)CC1 (configuration not stated),?,0%,-26%,?,5%,-3%,-16%,0%
CCC1(C)Cc2c(sc3[nH]c(=O)[nH]c(=O)c23)CS1 (configuration not stated),3%,-2%,2%,?,1%,?,3%,?
COc1cc(/C=N/OCC(=O)NC2CCCCC2C)ccc1OCc1ccc(Cl)cc1 (configuration not stated),?,-5%,7%,-10%,2%,-13%,?,5%
c1ccc(N2CCN(c3nc(-c4ccccn4)nc4ccccc34)CC2)cc1,nt,i,?,6%,nt,?,?,-4%
CS(=O)(=O)N(CC(=O)Nc1ccc2c(c1)OCCO2)Cc1ccccc1,9%,-4%,?,-6%,-4%,0%,-11%,-5%

Exported with two lines to a compound: entries from further up
The line under a structure holds: SMN2 splice enh	RECQ1 helicase	L3MBTL1 inh	ALDH1A1 block	KinaseGlo FLuc	Tau ThT inhib	Lamin A splicing	JMJD2E inh
> CCC1(C)Cc2c(sc3[nH]c(=O)[nH]c(=O)c23)CS1 (configuration not stated)
    3%	-2%	2%	?	1%	?	3%	?
> Nc1c(N(CCO)C(=O)C2CCCCC2)c(=O)[nH]c(=O)n1Cc1ccccc1
    nt	1%	-10%	nt	nt	?	nt	?
> CS(=O)(=O)N(CC(=O)Nc1ccc2c(c1)OCCO2)Cc1ccccc1
    9%	-4%	?	-6%	-4%	0%	-11%	-5%

Bioassay records from PubChem.

A portion of the library. The share of hits here may be higher or lower than overall.
